Screening results: PubChem BioAssay, Icahn School of Medicine at Mount Sinai
ROC1-CUL1 inh – inhibitors of human ROC1-CUL1 ubiquitin ligase activity; inhibition, % at 10 µM; AID 1347404; in vitro K48 di-Ub FRET, acceptor:donor ratio, 45 min; P62877+Q13616; hit rate 0.6% among 140,000; in the data active means inhibition above about 25%
Target sequence (P62877 whole entry, looked up): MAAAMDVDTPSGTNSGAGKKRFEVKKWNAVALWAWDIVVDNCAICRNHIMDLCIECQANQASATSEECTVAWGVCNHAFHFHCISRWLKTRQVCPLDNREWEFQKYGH
Target sequence (Q13616 whole entry, looked up): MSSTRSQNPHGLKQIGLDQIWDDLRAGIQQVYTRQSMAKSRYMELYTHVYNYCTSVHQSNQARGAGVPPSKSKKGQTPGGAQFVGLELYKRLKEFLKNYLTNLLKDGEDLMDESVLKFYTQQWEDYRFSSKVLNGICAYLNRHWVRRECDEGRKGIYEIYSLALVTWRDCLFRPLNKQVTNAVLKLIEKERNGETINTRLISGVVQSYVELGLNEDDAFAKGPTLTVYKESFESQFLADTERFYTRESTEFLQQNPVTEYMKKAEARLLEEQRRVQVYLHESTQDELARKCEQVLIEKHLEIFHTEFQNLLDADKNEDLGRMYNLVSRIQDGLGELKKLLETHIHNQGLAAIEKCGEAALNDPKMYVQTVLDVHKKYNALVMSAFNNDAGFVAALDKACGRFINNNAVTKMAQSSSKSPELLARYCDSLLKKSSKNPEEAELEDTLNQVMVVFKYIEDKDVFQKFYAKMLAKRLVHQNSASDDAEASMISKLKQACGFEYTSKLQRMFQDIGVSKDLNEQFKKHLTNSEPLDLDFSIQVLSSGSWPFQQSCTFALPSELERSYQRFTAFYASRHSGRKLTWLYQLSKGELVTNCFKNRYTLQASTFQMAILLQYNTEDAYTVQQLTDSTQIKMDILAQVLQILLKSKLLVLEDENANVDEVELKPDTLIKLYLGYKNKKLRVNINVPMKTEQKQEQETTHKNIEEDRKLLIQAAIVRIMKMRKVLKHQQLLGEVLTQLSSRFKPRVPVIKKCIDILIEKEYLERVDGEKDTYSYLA
Numbers without * were called inactive.

Structure	ROC1-CUL1 inh
CCOc1cc(CNc2ccc(N3CCCCC3)cc2)cc(Br)c1OCC(=O)NC(C)(C)C	-4.6
COC(=O)c1ccc([C@@H]2C[C@H]3CN(Cc4cccnc4)C(=O)[C@]34CCCN24)cc1	-2.1
COC(=O)Nc1ccc(OC)cc1OC	-0.3
Cc1ccc(C)c(N2CCN(C3(c4ccccc4)C(=O)c4ccccc4C3=O)CC2)c1	-0.8
Cc1ccc(Cn2c(SCc3ccc(C(=O)NCCc4ccccc4)cc3)nc3ccncc32)cc1	2.0
O=c1c(SCc2ccccc2)c(N2CCCCC2)cnn1-c1ccccc1	-6.0
Cc1ccc(Nc2cc(C(=O)NCc3cccs3)c3ccccc3n2)c(C)c1	0.3
CC1=NC(=O)NC(c2cccc(Cl)c2)C1C(=O)Nc1ccccc1Cl (stereo unspecified)	-2.0
CCCc1nc(C)cc(N2CCN(c3ccc(OC)cc3)CC2)n1	1.0
O=C(C1CCCC1)N1CCN(Cc2cccc(F)c2)CC1	2.7
Cc1ccccc1N1CCN(C(=O)CCC2(Cc3ccc(-c4ccccc4)cc3)CCC(=O)N2)CC1 (stereo unspecified)	7.1
Cc1ccc(S(=O)(=O)NCC(c2ccco2)N2CCOCC2)cc1 (stereo unspecified)	8.4
O=C1NN(c2ccccc2)C(=O)/C1=C/c1cn(CCCOc2ccccc2)c2ccccc12	-2.8
CCOC(=O)c1c(C)[nH]c(C)c1S(=O)(=O)N(C)CC(=O)Nc1ccc(C)c(N(C)C)c1	7.7
OC1(Cc2cc(-c3ccccc3)no2)CCN(CC2CC=CCC2)CC1 (stereo unspecified)	2.1
Cc1ccc(-c2nnc(SCc3ccccc3C)o2)cc1	-6.1
CCOc1cc(C2c3c(oc4ccc(F)cc4c3=O)C(=O)N2Cc2ccc(C)cc2)ccc1O (stereo unspecified)	-14.4
Cc1nc(N2CCC(C(=O)N3CCCCC3c3nccn3C)CC2)nc2ccc(C(C)C)cc12 (stereo unspecified)	-5.2
CCOC(=O)c1cnn(-c2nc(OC)cc(OC)n2)c1N	-0.5
COc1ccc(N2Cc3cccc(C(=O)Nc4ccc(C)c(C)c4)c3C2=O)cc1	-0.2
CC1c2ccccc2C(=S)N1c1ccccc1 (stereo unspecified)	-1.0
CCOC(=O)c1c(NC(=O)CN2CCCCCC2)sc2c1CCCC2=O	1.7
CC(C)Cn1c(-c2csc3c2CCC(C)C3)n[nH]c1=S (stereo unspecified)	-5.5
CCOC(=O)C1C(C(F)(F)F)=Nc2ncnn2C1c1cccc(OC)c1OC (stereo unspecified)	2.8

Some of these compounds in order of the ROC1-CUL1 inh value, descending.
structure,ROC1-CUL1 inh
CCOC(=O)c1c(C)[nH]c(C)c1S(=O)(=O)N(C)CC(=O)Nc1ccc(C)c(N(C)C)c1,7.7
CCOC(=O)C1C(C(F)(F)F)=Nc2ncnn2C1c1cccc(OC)c1OC (stereo unspecified),2.8
CCOC(=O)c1c(NC(=O)CN2CCCCCC2)sc2c1CCCC2=O,1.7
CC(C)Cn1c(-c2csc3c2CCC(C)C3)n[nH]c1=S (stereo unspecified),-5.5

(more compounds)
Structure	ROC1-CUL1 inh
C=C(C)[C@H]1CC=C(C)/C(=N/NC(=O)CNc2ccccc2OC)C1	0.4
CCn1ccc2cc(S(=O)(=O)N3CCCN(C(=O)Nc4ccccc4F)CC3)ccc21	-2.3
COc1ccc(OC)c(CNC(=O)C2COc3ccccc3C2)c1 (stereo unspecified)	1.6
CCn1c2ccccc2c2cc(NC(=O)CCCc3ccccc3)ccc21	1.4
COc1ccc(S(=O)(=O)Nc2cccc(-c3ccc(N4CCCCCC4)nn3)c2)cc1	0.7
Cc1ccc2ccc3ccc(C)cc3c2c1	-5.9
CS(=O)(=O)Nc1cccc(C(=O)NC2CCCCCCC2)c1	6.8
CCC1C(=O)NCCN1C(=O)c1csc2nc(-c3cccc(Cl)c3)cn12 (stereo unspecified)	-2.9
O=C(Cc1nc(-c2ccccc2)cs1)Nc1ccc(Cl)cc1	20.3
CN(CCc1ccccn1)[C@@H]1CCN(CC(C)(C)CN2CCOCC2)C[C@H]1O	5.5
COC(=O)c1c(C)oc2ccc(N(C(=O)c3ccncc3)S(=O)(=O)c3c(C)cc(C)cc3C)cc12	-9.2
Cc1ccc(C)c(N2CCN(S(=O)(=O)c3ccc(-c4ccccc4)cc3)CC2)c1	6.0
CCCNS(=O)(=O)c1ccc(F)c(OCC)c1	8.3
Cc1ccc(OCC(=O)Nc2ccc(S(=O)(=O)Nc3onc(C)c3C)cc2)cc1	6.5
O=C(O)COc1ccc(Cl)cc1C1C2=C(CCCC2=O)OC2=C1C(=O)CCC2	0.9
O=C(c1csnn1)N1CCCC(CCc2ccccc2C(F)(F)F)C1 (stereo unspecified)	-7.7
CCCCSc1nnc2c(n1)OC(c1cc(OC)ccc1OC)Nc1ccccc1-2 (stereo unspecified)	13.9
O=c1[nH]c2ccccc2nc1C(=S)N1CCOCC1	3.6
CC(=O)Nc1cc2c(cc1NC(C)=O)n(C)c(=O)n2C	4.0
COc1ccc(-c2cc(C(F)(F)F)nc(SCC(=O)N3CCCCC3)n2)cc1	4.3
C/C(=N\NC(=O)c1cc(C(C)C)cc(C(C)C)c1O)c1ccc(N2CCCCC2)cc1	-1.0
COc1ccc(-c2ccc3c(N)c(C(=O)Nc4ccccc4C)sc3n2)cc1OC	9.5
COc1cccc(N2CCN(C(=O)c3cnn(C(C)(C)C)c3C3CCN(C(=O)OC(C)(C)C)CC3)CC2)c1	-5.8
COc1nc(Nc2ccc(OC(F)(F)Cl)cc2)nc(N2CCN(c3cccc(Cl)c3)CC2)n1	-6.5
O=C1/C(=C\c2cccs2)C(c2ccccc2)=NN1c1ccc(Cl)c(Cl)c1	-4.6
COC(=O)c1ccc(Oc2cccc(NC(=O)c3ccccc3F)c2)cc1C(=O)OC	0.6
CC(C)C1=CC23CCC4C(C)(C(=O)O)CCCC4(C)C2CC1C1C(=O)N(c2ccccc2)C(=O)C13 (stereo unspecified)	-7.7
Cc1ccc(C(=O)/C(C#N)=N\Nc2ccc(Cl)cc2Cl)cc1	-9.7
CC(=O)Nc1cc(C(=O)N2CCC(c3ccccc3F)C2)cc2ncn(Cc3ccc(F)cc3)c12 (stereo unspecified)	2.9
C/C=C/CN1N=C(C)C(C)n2c1nc1c2c(=O)n(CCC)c(=O)n1C (stereo unspecified)	0.6
COC(=O)CCSC1=NC(C)=C(C(=O)OC)C(c2ccccc2)C1C#N (stereo unspecified)	13.9
O=C(Nc1cccc2c1CCCC2)c1cc([N+](=O)[O-])cc([N+](=O)[O-])c1	-2.6
Fc1ccc(-c2nnc(-c3ccccc3Cl)nn2)cn1	-3.5
O=C(NC1CC1)c1ccccc1SCc1ccccc1	2.7
Cn1cc(S(=O)(=O)N2CCCCCC2)cc1C(=O)NCc1ccccc1Cl	-7.3
Cc1noc(C)c1C(=O)N1CCCC(CNS(=O)(=O)Cc2ccccc2)C1 (stereo unspecified)	10.3
Cc1nc(-c2ccccc2)sc1CCNS(=O)(=O)c1ccccc1	2.9
CC1=CC(=O)C(/C(C)=N/NC(=O)c2cccs2)C(=O)O1 (stereo unspecified)	4.0
CCOc1ccc(CCNC(=O)CSc2cc(=O)n(C)c3ccccc23)cc1OCC	2.9
CCN1/C(=C/C2=CC(=O)CC(C)(C)C2)Sc2ccccc21	-8.4
O=S(=O)(Nc1nccs1)c1ccc(OC(F)(F)F)cc1	7.9
CCCCOc1ccc(-c2noc(-c3ccc(OCCCC)cc3)n2)cc1	0.4
CN(C)c1ccc(/C=c2/sc3n(c2=O)CCCCN=3)cc1	-3.8
CC(C)CN(C)C(=O)C1CCCN(C2CCN(C(=O)C3CC3)CC2)C1 (stereo unspecified)	11.6
Nn1c(-c2ccccc2Cl)nnc1-c1ccccc1Cl	-1.8
O=C(ON(C(F)(F)F)C(F)(F)F)c1ccc([N+](=O)[O-])cc1	-1.9
Cc1ccc(-c2[nH]ncc2CNC(C)(C)CO)cc1C	-1.4
COc1ccc(-c2cc(C(=O)OCC(C)=O)c3ccccc3n2)cc1Br	1.5
Cc1c(CNCCc2ccc(S(N)(=O)=O)cc2)c(C(=O)O)c(C)n1Cc1ccc(Cl)cc1	0.1
Cc1ccc(NC(=O)[C@H](Cc2ccccc2)N2Cc3ccccc3C2=O)cc1F	-1.4
COc1cccc(C(=O)c2cc3ccc(OC)cc3o2)c1	8.0
CN(C)c1ccc(/C=N/NC(=S)NCc2ccco2)cc1	-3.6
CCOC(=O)N1CCN(C(=O)c2cc(NC(=O)CC)cc3nc(Cc4ccccc4)n(C)c23)CC1	0.0
COc1ccc(Nc2nc(N3CCN(CCO)CC3)nc3c2C(=O)CCC3)cc1	-9.3
CC(C)CNC(=O)C1CCCN(C2CCN(Cc3ccncc3)CC2)C1 (stereo unspecified)	-0.7
Cc1nc(N2CCc3ccccc32)nc2c1C(=O)CC(C)(C)C2	0.5
Cc1c(C(=O)NCc2ccccc2)oc2c1-c1[nH]ncc1CC2	-4.1
Cc1cccc(NC(=O)CCc2c(C)nc3nc(CNC(=O)c4cccc(F)c4)nn3c2C)c1	3.3
CCOC(=O)N1CCC(NC(=O)c2c(C)nn(-c3ccc(C)cc3)c2-n2cccc2)CC1	-10.1
Cc1ccc(Cl)cc1N1CCN(C(=O)c2sc3nc4n(c(=O)c3c2C)CCC4)CC1	-5.2

Next part
Structure	ROC1-CUL1 inh
CN(C)CCSc1nnc(-c2cccs2)n1N	8.5
O=C(N/N=C/c1ccc(F)cc1)c1cc2c(ccc3ccccc32)o1	13.1
COCC1CCN(C(=O)CC2(c3ccccc3Cl)CC(=O)N(C3CCCC3)C2=O)CC1 (stereo unspecified)	-3.2
CCOc1ccc(S(=O)(=O)Nc2ccc(S(=O)(=O)Nc3cccc4ccccc34)cc2)cc1	3.4
CCc1nnc(NC(=O)CSc2nnc(-c3ccccc3)n2-c2cccc(Cl)c2)s1	16.4
COc1ccccc1CNC(=S)Nc1ccc(S(N)(=O)=O)cc1	0.3
CCCn1c(=N)n(CC(O)COc2ccccc2)c2ccccc21 (stereo unspecified)	3.6
CCCn1cc(-c2cc(C(=O)N3CCCN(C)CC3)c3cccc(C)c3n2)cn1	-5.2
CC(C)(C)NS(=O)(=O)c1ccc(NC(=O)c2ccco2)cc1	7.3
CCN(CC)CC(=O)NCC1(c2ccccc2)CCCC1	-1.1
O=C(c1cnc2sc3c(n2c1=O)CCCC3)N1CCOCC1	-3.3
O=C(Oc1ccc(Br)cc1Cl)c1cccs1	-1.2
N#Cc1ccccc1Cn1c(=O)n(-c2ccccc2)c(=O)c2c3c(sc21)CCC3	-1.8
CC(C)CNC(=O)N1CCN(S(=O)(=O)c2ccc3c(ccn3C)c2)CC1	-10.0
CCSc1nc2nc3c(cn2n1)C(=O)CCC3	5.2
O=[N+]([O-])c1ccn(Cc2cccc(F)c2)n1	-2.4
c1ccc(Sc2nnc(-c3ccccc3)s2)cc1	5.4
COC(=O)c1c(NC(=O)CSc2nnnn2-c2ccccc2)sc2c1CCC(C)C2 (stereo unspecified)	7.8
COc1ccc(C2NC(=S)N=C3CCCC(=O)C32)cc1 (stereo unspecified)	8.2
Cc1ccc(CNC(=O)c2sc3nc[nH]c(=O)c3c2C)cc1	-7.0
CCC(C)(C)c1ccc(OCCCCC(=O)Nc2cc(Oc3cccc(N)c3)c3ccccc3c2O)c(C(C)(C)CC)c1	-4.1
COc1ccc(-n2nc3c(N4CCC(C(=O)NCc5cccc(F)c5)CC4)nnc(C)c3c2C)cc1	0.6
Cn1c(-c2ccc(S(=O)(=O)N3CCCC3)cc2)csc1=Nc1ccc(Cl)c(Cl)c1	0.8
COCCCNC(=O)c1nn(C)c2c1CS(=O)(=O)c1ccccc1-2	-2.2
FC(F)(Cl)Oc1ccc(Nc2nc(-n3ccnc3)nc(-n3ccnc3)n2)cc1	7.0
Cc1ccc2cc(C)c(NCCO)nc2c1	-0.8
N#Cc1c(N2CCCCC2)ncc2c(=O)c3ccccc3[nH]c12	5.2
CCOc1ccc(C(NC(=O)c2cccc(Cl)c2)NC(=O)c2cccc(Cl)c2)cc1OC	2.9
CC(=O)NC1=NC(=O)/C(=C/c2cn(Cc3ccc(Cl)c(Cl)c3)nc2-c2ccccc2)S1	7.2
COc1ccc(-c2nc(C)c(CCNC(=O)C(=O)Nc3ccccc3F)s2)cc1	-1.9
Cc1ccc(CCNC(=O)c2cn(C)c3ccc(S(=O)(=O)N4CCC(C)CC4)cc3c2=O)cc1	-0.9
COc1ccc(C2C(C(=O)c3ccccc3)C(=O)C(=O)N2CCN2CCOCC2)cc1 (stereo unspecified)	-1.0
CCCCNC(=O)N1CCN(c2ncccn2)CC1	-10.9
Cc1ccc(C(=O)c2cn(CC(=O)NCc3ccccc3Cl)c3nc(C)ccc3c2=O)cc1	-2.7
O=C1/C(=C/c2ccc(N3CCCC3)cc2)SC(=Nc2ccccc2)N1Cc1ccco1	1.0
O=C(Cn1cnc2c(oc3ccccc32)c1=O)Nc1ccc(OC(F)(F)F)cc1	0.0
CCC(C1=NN2C(=N)/C(=C\c3c4ccccc4cc4ccccc34)C(=O)N=C2S1)c1ccccc1 (stereo unspecified)	5.5
COc1ccc(CNC(=O)c2cccc(NS(C)(=O)=O)c2C)cc1	-2.4
CCN1CCN(S(=O)(=O)c2cc(C)c(Cl)cc2Cl)CC1	-4.2
CCc1nc2c(c(N)c1C)CCN2C	1.7
O=C(NNC(=O)c1ccc(C(=O)NNC(=O)Nc2ccccc2)cc1)Nc1ccccc1	-5.1

Some of the compounds tested. The share of hits here may be higher or lower than overall.
